MT1-MMP act inh – blocks activation of human MT1-MMP | P50281 | HT1080 RFP-PRO-GFP cells, GFP/RFP ratio fluorescence, overnight; percent of plate control window, DMSO zero | GFP/RFP ratio change, % at 20 µM | actives 0.061% (n = 360,000);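 active = GFP/RFP ratio change of at least 30% with cell ATP level not reduced by more than half and red fluorescence within 50% of control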; also: strong numbers were not always called active
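Test system: HT1080 RFP-PRO-GFP cells; Benchmarks: DMSO and RFP-L50D-GFP cell wells; Timing: cells overnight before dosing, compound overnight, 37 °C, 5% CO2; Compound: one 20 µM compound dose with 1% DMSO; Read-out: GFP/RFP fluorescence ratio.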
SKN-1 block – inhibitors of C. elegans SKN-1; C. elegans VP596 Pgst-4::GFP/RFP ratio, acrylamide-induced, 24 h; inhibition, % at 21.8 µM; actives 0.49% (n = 360,000);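 active = interference check ratio from 0.5 to 1.5 plus GFP to RFP signal ratio inhibition reaching or exceeding a fixed threshold, cut at about 30% in these data, passing the limit was not always enough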; also: some compounds called inactive have numbers as strong as hits
FAS TE block – FAS thioesterase (human) inhibition; P49327; recombinant FAS-TE, OMFH fluorogenic substrate, fluorescence endpoint; actives 0.67% (n = 360,000); inhibition, % at 15 µM;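 active = compounds whose normalised, plate-corrected inhibition of enzyme fluorescence in the single-dose primary screen is 50% or more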;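 also: 0% = DMSO with enzyme and 100% = substrate without enzyme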
Neddyl block – inhibitors of human cullin neddylation; P61081+Q13564; TR-FRET cullin neddylation, biochemical; calls only at 25 µM; actives 0.58% (n = 360,000); AID 651699; in the data active = inhibition above about 36%
Rpn11 block – inhibitors of human proteasome Rpn11; AID 588493; actives 0.59% (n = 360,000); O00487; human 26S proteasome, Ub4-pepOG fluorescence polarization; 20S core pre-blocked with epoxomicin; calls only at 20 µM;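 active = inhibition at 20 µM, scaled to each plate's controls, above about 33%, limit read from the data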
Rin1 Abl inh – inhibitors of human Rin1-Abl protein interaction. P00519+Q13671. actives 0.4% (n = 360,000). TR-FRET Rin1/Abl binding, biochemical. inhibition, % at 7.35 µM; in the data active = inhibition above about 5%, passing the limit was not always enough
NadD inh – NadD (S. aureus) enzyme inhibition; purified NadD enzyme, colorimetric absorbance read-out; inhibition, % at 20 µM; actives 0.78% (n = 360,000); in the data active = inhibition above about 26%; also: some compounds past the cut are filed as inactive
CSN deneddyl inh – CSN deneddylation inhibition | actives 0.38% (n = 360,000) | Q92905 | Purified CSN, SCF-Nedd8-OG deneddylation, fluorescence polarization | inhibition, % at 12.5 µM;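 active = pattern-corrected inhibition above about 35%, with an unprinted fluorescence ratio check between 0.5 and 1.5, limit read from the data, passing the limit was not always enough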;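 also: 0% = enzyme with substrate and 100% = substrate without enzyme; some results filed as inactive read as strong as hits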
Target sequence (Q92905 whole entry, looked up, one chain of several): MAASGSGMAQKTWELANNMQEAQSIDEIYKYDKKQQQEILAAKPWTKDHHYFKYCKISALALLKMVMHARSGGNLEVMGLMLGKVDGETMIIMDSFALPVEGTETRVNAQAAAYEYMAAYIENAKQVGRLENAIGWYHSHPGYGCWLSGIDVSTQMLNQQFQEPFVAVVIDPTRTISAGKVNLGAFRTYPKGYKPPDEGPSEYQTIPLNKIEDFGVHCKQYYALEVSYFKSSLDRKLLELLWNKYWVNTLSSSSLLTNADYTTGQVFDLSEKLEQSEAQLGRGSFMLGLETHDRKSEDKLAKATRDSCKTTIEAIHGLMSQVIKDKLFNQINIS
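Assay system: Purified human Csn5 enzyme expressed in HEK293T cells | Amount: Enzyme 0.24 nM | Measured by: Fluorescence polarization readout | Medium: Tris/NaCl/DTT buffer, pH 7.5 | Compound dosing: One concentration, 12.5 µM, 0.25% DMSO | Times: 90 min incubation of compound, enzyme and substrate at room temperature | Control set: no-enzyme wells high, enzyme-with-substrate wells low | Read-out: % inhibition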
MLLE-PAM2 inh – blocks PAM2 peptide binding to the PABP1 MLLE domain | AID 588489 | inhibition, % at 20 µM | actives 0.36% (n = 360,000) | P11940 | GST-MLLE / FITC-PAM2 fluorescence polarization; in the data active = inhibition above about 35%, passing the limit was not always enough;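 also: plate controls were DMSO wells with GST-MLLE for no effect and wells lacking GST-MLLE protein for full effect; some results filed as inactive read as strong as hits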
Target sequence (P11940 whole entry, looked up, the tested form may be a part): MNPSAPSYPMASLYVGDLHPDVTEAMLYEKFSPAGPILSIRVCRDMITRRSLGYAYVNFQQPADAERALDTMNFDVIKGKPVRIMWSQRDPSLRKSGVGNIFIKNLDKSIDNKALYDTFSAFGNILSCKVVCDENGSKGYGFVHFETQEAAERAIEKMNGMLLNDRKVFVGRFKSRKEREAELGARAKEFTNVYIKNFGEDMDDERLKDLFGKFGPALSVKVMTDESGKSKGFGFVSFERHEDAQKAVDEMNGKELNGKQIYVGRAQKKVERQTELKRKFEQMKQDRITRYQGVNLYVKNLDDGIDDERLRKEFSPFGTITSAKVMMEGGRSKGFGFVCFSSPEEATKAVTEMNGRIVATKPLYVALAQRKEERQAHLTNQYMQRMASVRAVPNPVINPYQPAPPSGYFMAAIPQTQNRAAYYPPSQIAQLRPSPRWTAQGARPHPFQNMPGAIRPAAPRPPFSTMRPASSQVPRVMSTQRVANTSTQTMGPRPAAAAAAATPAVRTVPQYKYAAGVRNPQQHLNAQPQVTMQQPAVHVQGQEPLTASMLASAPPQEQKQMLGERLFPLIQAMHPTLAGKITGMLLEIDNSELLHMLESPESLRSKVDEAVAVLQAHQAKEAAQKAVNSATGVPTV
Active calls of the source: *.

`N#CC1=C(SCC(N)=O)NC(=O)CC1c1cccc2ccccc12` (stereo unspecified) gave MT1-MMP act inh 0, SKN-1 block -8, FAS TE block -10, Neddyl block inactive, Rpn11 block inactive, Rin1 Abl inh -1, NadD inh -5, CSN deneddyl inh -1 and MLLE-PAM2 inh -4.
O=S1(=O)c2ccc(Br)cc2OC(COCc2ccccc2)CN1Cc1ccccc1 (stereo unspecified) was read as MT1-MMP act inh -4, SKN-1 block 9, FAS TE block 28, Neddyl block inactive, Rpn11 block inactive, Rin1 Abl inh -2, NadD inh 2, CSN deneddyl inh -2 and MLLE-PAM2 inh -10.
`CCn1c(O)c(C#N)c(C)cc1=O` gave MT1-MMP act inh -2, SKN-1 block -2, FAS TE block -1, Neddyl block inactive, Rpn11 block inactive, Rin1 Abl inh -1, NadD inh 3, CSN deneddyl inh 3 and MLLE-PAM2 inh 13.
Screening O=C1[C@H]2[C@@H](C3CC3)N3C(=O)CN(Cc4ccccn4)C(=O)[C@@]3(Cc3ccccc3)[C@H]2C(=O)N1c1ccccc1 returned MT1-MMP act inh 5, SKN-1 block 1, FAS TE block -18, Neddyl block inactive, Rpn11 block inactive, Rin1 Abl inh 5, NadD inh 4, CSN deneddyl inh 1 and MLLE-PAM2 inh 2.
For COC(=O)c1ccccc1S(=O)(=O)N(CCCO)Cc1cc2c(C)ccc(C)c2[nH]c1=O the results were MT1-MMP act inh -4, SKN-1 block -19, FAS TE block -5, Neddyl block inactive, Rpn11 block inactive, Rin1 Abl inh -4, NadD inh -4, CSN deneddyl inh 7 and MLLE-PAM2 inh 4.
`CCOC(=O)c1sc(NC(=O)CSC(=S)N2CCOCC2)nc1C` gave MT1-MMP act inh -2, SKN-1 block 15, FAS TE block -2, Neddyl block inactive, Rpn11 block inactive, Rin1 Abl inh -1, NadD inh -10, CSN deneddyl inh 2 and MLLE-PAM2 inh -5.
Cc1cccc(C(=O)Oc2ccc(/C=N/NC(=O)c3ccncc3)cc2)c1 was read as MT1-MMP act inh 0, SKN-1 block 11, FAS TE block -4, Neddyl block active, Rpn11 block inactive, Rin1 Abl inh 1, NadD inh 0, CSN deneddyl inh -5 and MLLE-PAM2 inh 16.
Screening CN(C)C(/C=C/Nc1ccc(F)cc1)=C(C#N)C#N returned MT1-MMP act inh 8, SKN-1 block 8, FAS TE block -5, Neddyl block inactive, Rpn11 block inactive, Rin1 Abl inh 1, NadD inh 6, CSN deneddyl inh 1 and MLLE-PAM2 inh -9.
O=C(COC(=O)C1=COCCO1)Nc1ccc(F)cc1 was read as MT1-MMP act inh 1, SKN-1 block 16, FAS TE block -3, Neddyl block inactive, Rpn11 block inactive, Rin1 Abl inh 3, NadD inh 0, CSN deneddyl inh -8 and MLLE-PAM2 inh 4.
For C/C(=N\NC(=O)c1ccccc1O)c1ccc(Br)s1 the results were MT1-MMP act inh 7, SKN-1 block 6, FAS TE block -15, Neddyl block inactive, Rpn11 block inactive, Rin1 Abl inh -4, NadD inh -1, CSN deneddyl inh -9 and MLLE-PAM2 inh -6.
For C[C@@H]1CN([C@@H](C)CO)C(=O)CCCn2cc(nn2)CO[C@H]1CN(C)S(=O)(=O)c1ccc(Cl)cc1 the results were MT1-MMP act inh 0, SKN-1 block -11, FAS TE block -7, Neddyl block inactive, Rpn11 block inactive, Rin1 Abl inh 3, NadD inh -6, CSN deneddyl inh -4 and MLLE-PAM2 inh 12.
CNC(=S)N1CCn2cccc2C1c1cc(OC)c(OC)c(OC)c1 (stereo unspecified) was read as MT1-MMP act inh -3, SKN-1 block -5, FAS TE block 0, Neddyl block inactive, Rpn11 block inactive, Rin1 Abl inh 2, NadD inh -5, CSN deneddyl inh -3 and MLLE-PAM2 inh -83.
`C/C(=N\NC(=O)c1cc(-c2ccc(Br)s2)[nH]n1)c1ccncc1` gave MT1-MMP act inh 1, SKN-1 block -12, FAS TE block -28, Neddyl block inactive, Rpn11 block inactive, Rin1 Abl inh -2, NadD inh 5, CSN deneddyl inh 6 and MLLE-PAM2 inh -25.
For Cc1ccc(S(=O)(=O)Nc2nc(N)n(-c3ccccc3)n2)cc1 the results were MT1-MMP act inh 1, SKN-1 block -13, FAS TE block -6, Neddyl block inactive, Rpn11 block inactive, Rin1 Abl inh -1, NadD inh -3, CSN deneddyl inh 0 and MLLE-PAM2 inh -16.
For COc1ccccc1OCCNC(=O)c1cccc(S(=O)(=O)NCc2ccccc2)c1 the results were MT1-MMP act inh 4, SKN-1 block -12, FAS TE block -1, Neddyl block inactive, Rpn11 block inactive, Rin1 Abl inh 3, NadD inh -5, CSN deneddyl inh -2 and MLLE-PAM2 inh 9.
`COc1ccc(S(=O)(=O)N(C)C)cc1NC(=O)COc1ccc2c(c1)CCC2` gave MT1-MMP act inh 3, SKN-1 block -1, FAS TE block 20, Neddyl block inactive, Rpn11 block inactive, Rin1 Abl inh 1, NadD inh -6, CSN deneddyl inh -3 and MLLE-PAM2 inh -25.
Screening CC(C)CC(N)c1csc(Nc2ncccn2)n1 (stereo unspecified) returned MT1-MMP act inh -7, SKN-1 block -12, FAS TE block -7, Neddyl block inactive, Rpn11 block inactive, Rin1 Abl inh 0, NadD inh 4, CSN deneddyl inh -3 and MLLE-PAM2 inh 14.
Screening O=C(/C=C/c1ccc([N+](=O)[O-])cc1)c1ccco1 returned MT1-MMP act inh 2, SKN-1 block 3, FAS TE block -2, Neddyl block inactive, Rpn11 block inactive, Rin1 Abl inh 2, NadD inh 5, CSN deneddyl inh 3 and MLLE-PAM2 inh -2.
`COc1ccc(C2=NOC(COc3ccc([N+](=O)[O-])cc3)C2)cc1` (stereo unspecified) gave MT1-MMP act inh 6, SKN-1 block -15, FAS TE block 54*, Neddyl block inactive, Rpn11 block inactive, Rin1 Abl inh -1, NadD inh -9, CSN deneddyl inh -7 and MLLE-PAM2 inh 2.
`O=C(Nc1ncccn1)c1ccc([N+](=O)[O-])o1` gave MT1-MMP act inh -7, SKN-1 block 4, FAS TE block -9, Rin1 Abl inh 2, NadD inh 2, CSN deneddyl inh 64* and MLLE-PAM2 inh -5.
O=[N+]([O-])c1cc2c(c3cccnc13)COCO2 was read as MT1-MMP act inh 5, SKN-1 block 25, FAS TE block -4, Neddyl block inactive, Rpn11 block inactive, Rin1 Abl inh -3, NadD inh -5, CSN deneddyl inh 4 and MLLE-PAM2 inh 3.
`CCOC(=O)CSC1=C(C#N)C(=O)NC2(CCCCC2)S1` gave MT1-MMP act inh -1, SKN-1 block -16, FAS TE block 7, Neddyl block inactive, Rpn11 block inactive, Rin1 Abl inh -1, NadD inh -4, CSN deneddyl inh 2 and MLLE-PAM2 inh 23.
Screening O=C(CCc1nnc(CCC2CCCCC2)o1)NCCc1ccccn1 returned MT1-MMP act inh -5, SKN-1 block 7, FAS TE block -8, Neddyl block inactive, Rpn11 block inactive, Rin1 Abl inh 7, NadD inh -2, CSN deneddyl inh -5 and MLLE-PAM2 inh 13.
For NC(=O)c1cccc(-c2ccnc3c2CC(C(=O)NCc2ccco2)O3)c1 (stereo unspecified) the results were MT1-MMP act inh -1, SKN-1 block 3, FAS TE block -6, Neddyl block inactive, Rpn11 block inactive, Rin1 Abl inh 1, NadD inh 6, CSN deneddyl inh 0 and MLLE-PAM2 inh -12.
COc1ccc(NC(=O)C2=CN3CCS(=O)(=O)N=C3C=C2)c(OC)c1 was read as MT1-MMP act inh -2, SKN-1 block -12, FAS TE block -9, Neddyl block inactive, Rpn11 block inactive, Rin1 Abl inh 2, NadD inh 0, CSN deneddyl inh 3 and MLLE-PAM2 inh -28.
COc1ccc([N+](=O)[O-])c(S(=O)(=O)c2ccc(Cl)cc2)n1 was read as MT1-MMP act inh 2, SKN-1 block 10, FAS TE block 4, Neddyl block inactive, Rpn11 block inactive, Rin1 Abl inh 1, NadD inh -7, CSN deneddyl inh 5 and MLLE-PAM2 inh 35.
Screening CCOc1ccc2c(c1)C(=O)c1cc(OCC(=O)O)ccc1-2 returned MT1-MMP act inh 5, SKN-1 block -3, FAS TE block -2, Neddyl block inactive, Rpn11 block inactive, Rin1 Abl inh -5, NadD inh -4, CSN deneddyl inh -3 and MLLE-PAM2 inh 5.
`C#CCN(C[C@H]1[C@H](OC(=O)NC2CCCC2)[C@H](OC(=O)NC2CCCC2)C[C@@H](C(=O)OC)[C@H]1C(=O)OC)S(=O)(=O)c1ccc(C)cc1` gave MT1-MMP act inh -6, SKN-1 block -2, FAS TE block 5, Neddyl block inactive, Rpn11 block inactive, Rin1 Abl inh -2, NadD inh 2, CSN deneddyl inh 2 and MLLE-PAM2 inh -2.
Screening Cc1ccc(C(=O)C(=O)c2ccc(C)c(N)c2)cc1N returned MT1-MMP act inh -1, SKN-1 block 7, FAS TE block 6, Neddyl block inactive, Rpn11 block inactive, Rin1 Abl inh 0, NadD inh -10, CSN deneddyl inh 2 and MLLE-PAM2 inh 0.
`Cc1c(Nc2cc(Cl)c3nonc3c2[N+](=O)[O-])c(=O)n(-c2ccccc2)n1C` gave MT1-MMP act inh 17, SKN-1 block 5, FAS TE block 33, Neddyl block inactive, Rpn11 block inactive, Rin1 Abl inh -3, NadD inh 9, CSN deneddyl inh -22 and MLLE-PAM2 inh 26.

Nothing new here: two of the compounds above.
`COc1ccc(S(=O)(=O)N(C)C)cc1NC(=O)COc1ccc2c(c1)CCC2` gave MT1-MMP act inh 3, SKN-1 block -1, FAS TE block 20, Neddyl block inactive, Rpn11 block inactive, Rin1 Abl inh 1, NadD inh -6, CSN deneddyl inh -3 and MLLE-PAM2 inh -25.
Screening CC(C)CC(N)c1csc(Nc2ncccn2)n1 (stereo unspecified) returned MT1-MMP act inh -7, SKN-1 block -12, FAS TE block -7, Neddyl block inactive, Rpn11 block inactive, Rin1 Abl inh 0, NadD inh 4, CSN deneddyl inh -3 and MLLE-PAM2 inh 14.

(more compounds)
Screening Cc1cc(Oc2ccccc2)nc(N2CCOCC2)n1 returned MT1-MMP act inh -2, SKN-1 block 27, FAS TE block -4, Neddyl block inactive, Rpn11 block inactive, Rin1 Abl inh 0, NadD inh 1, CSN deneddyl inh -4 and MLLE-PAM2 inh 12.
`Cc1ccc(N2C(=O)N(CC(=O)NC(c3ccccc3)c3ccccc3)C(=O)C2C)cc1` (stereo unspecified) gave MT1-MMP act inh 2, SKN-1 block 9, FAS TE block 13, Neddyl block inactive, Rpn11 block inactive, Rin1 Abl inh 1, NadD inh -6, CSN deneddyl inh 0 and MLLE-PAM2 inh -4.
COCCn1c(SCC(=O)Nc2ccc(NC(C)=O)cc2)nc2c([nH]c3ccccc32)c1=O was read as MT1-MMP act inh -6, SKN-1 block -10, FAS TE block -3, Neddyl block inactive, Rpn11 block inactive, Rin1 Abl inh 2, NadD inh -1, CSN deneddyl inh 1 and MLLE-PAM2 inh 12.
O=C(/C=C/c1ccccc1Cl)OCC(=O)c1ccc[nH]1 was read as MT1-MMP act inh -2, SKN-1 block -6, FAS TE block -9, Neddyl block inactive, Rpn11 block inactive, Rin1 Abl inh 0, NadD inh -6, CSN deneddyl inh -2 and MLLE-PAM2 inh 4.
Screening COc1ccc(/C=C/C(=O)N(C)C2CCCCC2)cc1Br returned MT1-MMP act inh 1, SKN-1 block -1, FAS TE block 18, Neddyl block inactive, Rpn11 block inactive, Rin1 Abl inh 3, NadD inh -7, CSN deneddyl inh 4 and MLLE-PAM2 inh -1.
